# Source: PubChem
# TR SRC2 fluor cs – counter-screen for TRb-SRC2 inhibitors: fluorescence interference; TRb/SRC2 Texas Red total fluorescence interference; Potency, µM (highest dose often 106 µM), without a hit: top-dose fluorescence change, negative = quenching; 0.29% of 280,000 active; AID 1479; active means well fitted curve in either direction with a large enough effect; inconclusive means small, poorly fitted or top-dose-only effect; further: potency means the concentration at half of the fitted maximal effect; on the % scale 0 is the no-effect control and ±100 the full control effect
#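 Human TRβ ligand-binding domain (0.6 uM) and Texas Red SRC2 peptide (20 nM) in Tris buffer with 1 uM T3 and 5% DMSO were incubated with pinned compound for 5 hr at ambient temperature. Total fluorescence was computed as S + 2P (555/632 nm).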
# NPSR antag – neuropeptide S receptor (human) antagonism, cAMP; Q6W5P4; CHO-NPSR cells, cAMP TR-FRET, antagonist mode; Potency, µM (doses to about 38.3 µM), for the others: top-dose activity change, negative = inhibition, usual class: inhibitors; 1% of 220,000 active; AID 1461; further: potency means the concentration at half of the fitted maximal effect; on the % scale 0 is the no-effect control and ±100 the full control effect; nearly all actives have a fitted effect of over 50% in size; many of its hits are not listed in these tables
# GLA spleen mod – inhibitors or activators of human alpha-galactosidase in spleen homogenate. 0.008% of 240,000 active. P06280. Potency, µM (highest dose often 80 µM), inactives show at the highest dose activity change, negative = inhibition, most hits filed as inhibitors. human spleen homogenate, 4MU-alpha-Gal fluorescence, 40 min;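 further: potency means the concentration at half of the fitted maximal effect; 0% = enzyme with vehicle and -100% = no enzyme basal signal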
#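 Fluorogenic readout (Ex 365/Em 440 nm) of 4-methylumbelliferone released from 1 mM 4-MU-alpha-galactoside by spleen homogenate, 40 min at 37C, pH 5.0. Data normalized to no-enzyme and enzyme controls; Hill-equation AC50 from compound titrations.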
# Tau fibril FP – blocks human tau fibril formation measured by polarization. K18 P301L tau heparin fibrillization, Alexa594 FP, 6 h. 0.39% of 280,000 active. P10636. AID 1468. Potency, µM (titrated, usually from 57.7 µM), for inactives: at the top dose activity, negative = inhibition, usual class: inhibitors; further: potency means the concentration at half of the fitted maximal effect; on the % scale 0 is the no-effect control and ±100 the full control effect; nearly all actives have a fitted effect of over 55% in size
#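 Steps: dispense K18 P301L tau (15 uM plus 0.24 uM Alexa 594 tracer, final) in pH 7 sodium acetate; add compound; add heparin (20 uM final); incubate 6 hr, 37 C; add ThT (30 uM final); after 1 hr ambient, read FP.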
# TRb SRC2 PPI – disrupts binding of human TR beta to SRC2 | Potency, µM (series often up to 106 µM), for inactives: at the top dose activity change, negative = inhibition, most hits filed as inhibitors | P10828 | TRbeta-SRC2 peptide binding, fluorescence polarization; receptor liganded with 1 µM T3 | 0.065% of 280,000 active;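 further: potency means the concentration at half of the fitted maximal effect; plate controls were bound peptide for no effect and peptide without receptor for full effect; nearly all actives have a fitted effect of over 50% in size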
# Target sequence (P10828 whole entry, looked up): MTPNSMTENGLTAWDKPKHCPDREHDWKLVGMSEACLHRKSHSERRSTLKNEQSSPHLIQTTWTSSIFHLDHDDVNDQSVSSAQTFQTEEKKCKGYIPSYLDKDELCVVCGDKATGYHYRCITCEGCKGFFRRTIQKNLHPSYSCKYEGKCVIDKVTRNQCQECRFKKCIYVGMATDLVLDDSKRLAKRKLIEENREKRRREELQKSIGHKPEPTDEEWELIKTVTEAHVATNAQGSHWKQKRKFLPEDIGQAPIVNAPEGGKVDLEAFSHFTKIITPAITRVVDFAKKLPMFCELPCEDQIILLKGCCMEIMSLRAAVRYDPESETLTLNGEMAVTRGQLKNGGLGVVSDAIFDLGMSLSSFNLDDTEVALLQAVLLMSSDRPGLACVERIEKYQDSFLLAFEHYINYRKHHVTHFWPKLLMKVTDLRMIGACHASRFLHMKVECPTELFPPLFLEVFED
#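 Fluorescence polarization of 20 nM Texas Red SRC2 peptide (20-aa NR interaction domain) bound to 0.6 uM human TRb ligand-binding domain, with 1 uM T3, after 5 hr at ambient temperature; inhibition seen as decreased polarization.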
# Tau fluor cs – counter-screen for tau fibril formation inhibitors; tau K18 P301L Alexa594 fluorescence, heparin fibrillization; Potency, µM (titrated, usually from 57.7 µM), for inactives: at the highest dose activity change, negative = decrease; 0.93% of 280,000 active; further: potency means the concentration at half of the fitted maximal effect; on the % scale 0 is the no-effect control and ±100 the full control effect; nearly all actives have a fitted effect of over 55% in size
#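 Human tau K18 P301L (15 uM unlabeled, 0.24 uM Alexa 594-labeled) in 100 mM sodium acetate pH 7 with 20 uM heparin, 6 hr at 37 C. ThT 30 uM added, 1 hr ambient; Alexa 594 FP and total fluorescence read at 555/632 nm.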
# Epigenetic reg – derepresses silenced GFP reporter in murine cells | murine LDR cells, GFP reporter derepression, 30 h | Potency, µM (top dose mostly 53.9 µM), without a hit: at the highest dose GFP activation, actives largely listed as activators | 0.2% of 280,000 active | AID 1865; further: potency means the concentration at half of the fitted maximal effect; % of control where 0% means no effect; nearly all actives have a fitted effect of over 60% in size
#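 Murine LDR cells carrying a silenced, genomically integrated CMV-driven GFP reporter were exposed to compound for 30 hours at 37 C. After PBS washes, GFP-positive cells (20–120 um objects) were counted by laser-scanning microplate cytometry.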
# CBFb-RUNX1 inh – inhibitors of human CBF-beta and RUNX1 interaction. AID 1477. 230,000 tested, under 10 active. AlphaScreen CBFb-His/RUNX1-biotin binding, biochemical. Q01196+Q13951. Potency, µM (doses to about 59.8 µM), without a hit: top-dose activity, negative = inhibition, most hits filed as inhibitors; further: % of control where 0% means no effect
# Target sequence (Q01196 whole entry, looked up): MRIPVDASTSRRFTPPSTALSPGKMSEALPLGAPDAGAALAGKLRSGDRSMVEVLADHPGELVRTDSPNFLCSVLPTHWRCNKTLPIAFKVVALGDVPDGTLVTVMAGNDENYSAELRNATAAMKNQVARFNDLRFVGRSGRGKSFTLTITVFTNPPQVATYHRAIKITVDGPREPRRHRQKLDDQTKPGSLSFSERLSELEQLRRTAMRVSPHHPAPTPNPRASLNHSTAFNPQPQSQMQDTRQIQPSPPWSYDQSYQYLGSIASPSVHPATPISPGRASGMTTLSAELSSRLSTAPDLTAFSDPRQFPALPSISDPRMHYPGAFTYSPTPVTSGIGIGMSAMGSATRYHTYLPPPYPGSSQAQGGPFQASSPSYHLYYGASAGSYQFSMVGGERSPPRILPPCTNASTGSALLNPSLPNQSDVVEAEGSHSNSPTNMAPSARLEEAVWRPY
# Target sequence (Q13951 whole entry, looked up): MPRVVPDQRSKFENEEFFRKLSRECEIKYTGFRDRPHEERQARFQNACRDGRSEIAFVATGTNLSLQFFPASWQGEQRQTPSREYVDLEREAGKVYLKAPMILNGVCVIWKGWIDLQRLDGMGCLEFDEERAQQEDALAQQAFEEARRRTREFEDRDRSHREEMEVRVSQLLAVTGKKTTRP
#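 Interaction loss through any mechanism counts as activity. Pre-formed complex of His-CBF-beta and biotin-RUNX1 (30 nM apiece) is incubated with compound 15 min, then with 50 ng nickel and 50 ng streptavidin beads for 90 min before AlphaScreen detection.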
# Numbers without * were called inactive; ? = inconclusive; . = not tested or not shown; [ ] = remark or other dose. Unless noted, the call rests on the fitted dose curve; in most records, active means well fitted curve in the direction sought with a large enough effect; inconclusive means small, poorly fitted or top-dose-only effect, or another doubt; inactive means no such curve, though single readings can be large; an effect the other way counts as inactive or inconclusive.
1	Cc1ccccc1-c1nc2cc(Cl)ccc2o1
2	Cc1ccc(C2=NN(C(=O)CCCC(=O)O)C(c3ccco3)C2)cc1 (stereo not given)
3	CCOC(=O)c1c(C)[nH]c(C)c1S(=O)(=O)N1CCCC(C(=O)Nc2ccc(C)cn2)C1 (stereo not given)
4	CC(=O)Nc1ccc(N2C(=O)C3C4CC(=O)C(c5ccccc54)C3C2=O)cc1 (stereo not given)
5	O=C(N/N=C/c1ccc(Br)o1)c1cccnc1
6	Cc1nn(C(=O)c2cccs2)c(C)c1CN1C(=O)c2ccccc2C1=O
screen / no.,1,2,3,4,5,6
TR SRC2 fluor cs,-3%,1%,0%,-1%,-2%,-3%
NPSR antag,-15%[46.1 µM],19%,.,7%[46.1 µM],-5%,-10%[46.1 µM]
GLA spleen mod,16%,6%,.,-2%,-5%,1%
Tau fibril FP,-13%,4%,1%,11%,-4%,-2%
TRb SRC2 PPI,2%,4%,-1%,-6%,3%,-11%
Tau fluor cs,-19%,0%,0%,-5%,-5%,-8%
Epigenetic reg,0.0%,0.1%,0.0%,-0.9%,-1.6%,-3.2%
CBFb-RUNX1 inh,3%,-1%,.,10%,7%,0%

7	CCc1ccc(C(=O)N/N=C/c2cccc3ccccc23)nc1
8	CC(C)C1=C2CCCCC2NC(=O)N1 (stereo not given)
9	CC1CC(C)CN(CCOCCSc2ccccc2)C1 (stereo not given)
10	Cn1cnnc1SCc1ccc(C(=O)N/N=C(\CCC(=O)O)c2ccc(C(C)(C)C)cc2)cc1
11	O=[N+]([O-])c1cc(C(F)(F)F)ccc1N/N=C/c1cc2ccccc2nc1Cl
12	COC(=O)c1ccc(CSc2nnc(NC(=O)c3cc4c(s3)CCCC4)s2)cc1
screen / no.,7,8,9,10,11,12
TR SRC2 fluor cs,1%,0%,3%,0%,-2%,-4%
NPSR antag,-12%[46.1 µM],-6%[46.1 µM],-28%,20%,0%[46.1 µM],9%[46.1 µM]
GLA spleen mod,-18%,-1%,-4%,5%,5%,-3%
Tau fibril FP,-16%,5%,-5%,-2%,?,-6%
TRb SRC2 PPI,7%,1%,-7%,-5%,3%,-12%
Tau fluor cs,-9%,-4%,-6%,3%,-18%,-22%
Epigenetic reg,0.0%,0.0%,0.0%,-1.4%,0.0%,4.1%
CBFb-RUNX1 inh,-15%,5%,-17%,9%,2%,7%

13	O=C(Nc1ccc2ccccc2n1)C1CCCCC1
14	CCOc1ccc(C2CC(c3ccccc3C)n3ncnc3N2)cc1 (stereo not given)
15	CC1CCN(CCNC(=O)CN(C)S(=O)(=O)c2cccc3nsnc23)CC1
16	CC(C)(C)n1nc2c(c1NC(=O)c1ccccc1F)CS(=O)C2 (stereo not given)
17	O=C(CNS(=O)(=O)c1ccccc1)NNC(=O)C(Cl)Cl
18	CC(=O)OCC1OC(c2cc(C)cc(C)c2)C=CC1OC(C)=O (stereo not given)
screen / no.,13,14,15,16,17,18
TR SRC2 fluor cs,-7%,-1%,-3%,-8%,1%,-1%[11.2 µM]
NPSR antag,-56%,-21%[46.1 µM],-13%[46.1 µM],-6%[46.1 µM],15%,.
GLA spleen mod,-12%,8%,-3%,-1%,3%,3%[17.5 µM]
Tau fibril FP,1%,-5%,-15%,6%,-6%,6%[11.6 µM]
TRb SRC2 PPI,0%,-16%,-3%,-6%,0%,6%[11.2 µM]
Tau fluor cs,3%,-6%,-8%,-6%,1%,2%[11.6 µM]
Epigenetic reg,0.0%,-1.3%,-1.7%,1.0%,-3.5%,1.1%[10.1 µM]
CBFb-RUNX1 inh,2%,0%,6%,-2%,0%,13%[13.1 µM]

19	Cc1ccc(Cn2nc(C)c(NC(=O)c3noc4c3CCCCC4)c2C)cc1
20	O=C(CSc1nc(C2CC2)nc2sc3c(c12)CCCC3)NCc1ccco1
21	CCN(CC)S(=O)(=O)c1cccc(N=NC2=C(O)CCCC2=O)c1
22	O=C(C1CCN(CC2CC=CCC2)CC1)N(CCc1ccccc1)Cc1ccccc1 (stereo not given)
23	CC(C)N1CCN(Cc2nc(-c3ccccc3)cs2)CC1CCO (stereo not given)
24	CC(C)(C)c1ccc(C(=O)Nc2cnccn2)cc1
screen / no.,19,20,21,22,23,24
TR SRC2 fluor cs,-2%,-1%,?,0%,2%,-2%
NPSR antag,-17%[46.1 µM],-4%[46.1 µM],13%,0%,-11%,-9%[46.1 µM]
GLA spleen mod,16%,-6%,1%,0%,7%,-6%
Tau fibril FP,8%,-8%,-3%,-3%,-15%,5%
TRb SRC2 PPI,0%,0%,40µM*,0%,-6%,-1%
Tau fluor cs,7%,6%,-10%,5%,-3%,0%
Epigenetic reg,-1.1%,-1.4%,0.0%,0.0%,1.0%,-1.1%
CBFb-RUNX1 inh,-2%,2%,-7%,-25%,19%,4%

25	CN1CCN(c2nnc(-c3ccccc3)c(-c3ccccc3)n2)CC1
26	O=C(O)CCCNC(=O)/C=C/c1ccco1
27	Cc1cccc(OCc2nnc(SCC(=O)OC3CCCCC3)o2)c1
28	O=C(COC(=O)c1ccccn1)Nc1cccc(Cl)c1
29	CC1CCN(CC(=O)Nc2ccccc2Sc2ccccc2)CC1
30	Cc1ccc(-c2nc(N)sc2CC(=O)OCC(=O)NC2CCCC(C)C2C)cc1 (stereo not given)
screen / no.,25,26,27,28,29,30
TR SRC2 fluor cs,-2%,-1%,-2%,-2%,-4%,-2%
NPSR antag,52%,0%,-10%[46.1 µM],2%[46.1 µM],-34%,?
GLA spleen mod,-7%,3%,-6%,0%,-2%,-2%
Tau fibril FP,-15%,?,0%,2%,-1%,10%
TRb SRC2 PPI,-14%,-2%,-9%,-2%,0%,4%
Tau fluor cs,-21%,-14%,-11%,-3%,-18%,-18%
Epigenetic reg,-1.0%,-2.8%,0.2%,2.0%,1.6%,-0.9%
CBFb-RUNX1 inh,1%,?,18%,4%,23%,-8%

# Given with two lines to a compound: part of the list above
# Below each compound: TR SRC2 fluor cs, NPSR antag, GLA spleen mod, Tau fibril FP, TRb SRC2 PPI, Tau fluor cs, Epigenetic reg, CBFb-RUNX1 inh
28. O=C(COC(=O)c1ccccn1)Nc1cccc(Cl)c1
→ -2%, 2%[46.1 µM], 0%, 2%, -2%, -3%, 2.0%, 4%
30. Cc1ccc(-c2nc(N)sc2CC(=O)OCC(=O)NC2CCCC(C)C2C)cc1 (stereo not given)
→ -2%, ?, -2%, 10%, 4%, -18%, -0.9%, -8%

# (cont.)
31	CC(C)C(C(=O)Nc1nccs1)c1ccc(Cl)cc1 (stereo not given)
32	Cc1c(Cl)cccc1NC(=S)NCc1cccs1
33	COc1ccc(CNC(=O)C2CCCN2S(=O)(=O)c2ccc(Cl)cc2)cc1 (stereo not given)
34	CC(C)OCCCNCC(O)c1ccccc1 (stereo not given)
35	Cc1ccc(/C=N/NC(=O)CSc2nnc(-c3ccc(Cl)cc3)n2-c2ccccc2)o1
36	O=C(COc1nsnc1N1CCOCC1)N1CCOCC1
screen / no.,31,32,33,34,35,36
TR SRC2 fluor cs,2%,0%,1%,5%,2%,2%
NPSR antag,-42%,-14%,-2%[46.1 µM],18%,-11%,?
GLA spleen mod,-2%,0%,5%,-3%,-3%,-2%
Tau fibril FP,-7%,-11%,1%,3%,0%,2%
TRb SRC2 PPI,-2%,6%,-9%,2%,-3%,10%
Tau fluor cs,-16%,-9%,-5%,8%,-3%,-4%
Epigenetic reg,-0.8%,-3.0%,-0.8%,2.0%,0.9%,-3.3%
CBFb-RUNX1 inh,0%,-15%,-2%,-2%,-21%,7%

37	COc1ccccc1-c1noc(-c2cccs2)n1
38	Cc1cc2ccccn2c1C(=O)Nc1cccc(Cl)c1
39	Cc1c(Cl)cccc1NC(=O)CC1Sc2ccccc2NC1=O (stereo not given)
40	Cc1ccc(-c2nnc(Nc3ccc(Br)cc3)c3ccccc23)cc1S(=O)(=O)N1CCN(C)CC1
41	COc1ccc(CNC(=O)C2(c3ccc(Cl)cc3)CC2)cc1
42	CCOC(=O)c1ccc(NC(=O)CC2S/C(=N/N=C/c3c[nH]c4ccccc34)NC2=O)cc1 (stereo not given)
screen / no.,37,38,39,40,41,42
TR SRC2 fluor cs,-2%,-1%,0%,-2%,-4%,-2%[53 µM]
NPSR antag,-11%[46.1 µM],-27%,3%,.,-2%,-36%
GLA spleen mod,10%,9%,-3%,.,0%,-3%
Tau fibril FP,0%,?,?,?,-9%,13%
TRb SRC2 PPI,7%,-3%,-4%,7%,1%,6%[53 µM]
Tau fluor cs,-6%,?,-6%,?,-10%,?
Epigenetic reg,0.0%,-3.4%,5.4%,2.4%,0.9%,-1.3%
CBFb-RUNX1 inh,5%,13%,4%,.,11%,1%

43	CNC(C)c1cc(OC)ccc1OC (stereo not given)
44	COc1cccc(C(=O)NCCc2sc(-c3cccc(C)c3)nc2C)c1
45	COC(=O)c1ccc(-c2nn(C)c(=O)c3ccccc23)cc1
46	COCCCn1c(Cc2ccccc2)nnc1SCC(=O)N1CCCCC1
47	O=C(CSc1nccn1Cc1ccc(Cl)cc1)NC1CCCC1
48	Cc1oc2c(C)c3oc(=O)c4c(c3cc2c1C)CCC4
49	Cc1ccc(NC(=S)NCC2CCN(C(C)c3ccccc3)C2)cc1C (stereo not given)
50	CCOC(=O)Cn1c(=N)n(CCOc2ccc(Br)cc2)c2ccccc21
screen / no.,43,44,45,46,47,48,49,50
TR SRC2 fluor cs,-3%,1%,0%,3%,-11%,-3%,6%,-2%
NPSR antag,-5%[46.1 µM],.,5%[46.1 µM],-9%[46.1 µM],.,-1%[46.1 µM],-14%,36%
GLA spleen mod,5%,.,-8%,1%,.,-7%,-4%,2%
Tau fibril FP,-1%,5%,-7%,-5%,0%,10%,1%,4%
TRb SRC2 PPI,-3%,-6%,-8%,-16%,3%,0%,3%,-1%
Tau fluor cs,-3%,-27%,-4%,2%,-3%,8%,-20%,-2%
Epigenetic reg,2.8%,0.0%,-0.8%,?,0.8%,-1.1%,2.5%,-1.3%
CBFb-RUNX1 inh,3%,.,16%,6%,.,7%,-5%,13%

# This is a subset; the hit share may differ from the screen's.
